RGS4 inh – inhibitors of human RGS4. HEK293 M3R/RGS4 inducible, Fluo-4 calcium flux; active compounds read high; triggered by carbachol at its EC20. B-score at 10 µM. hit rate 0.45% among 310,000. AID 463165;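 active = B-score, a plate-corrected calcium signal, over three deviations above library mean, with baseline fluorescence within five deviations of library mean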;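 note: RGS4 expression induced by doxycycline in cells with stable M3 receptor; B-score is computed from the integrated fluorescence ratio over baseline after carbachol; higher B-score means a larger calcium signal and so more RGS4 inhibition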
TRPC6 act – activators of mouse TRPC6 channel. B-score at 10 µM. HEK293-TRPC6 membrane potential dye fluorescence; active compounds read high. hit rate 0.13% among 310,000;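 active = B-score of the integrated fluorescence ratio above library mean plus 3 SD, and starting fluorescence ratio within library mean plus 5 SD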;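 note: higher score means more depolarization so channel activation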
TMEM16A inh – blocks the mouse calcium-activated chloride channel TMEM16A | Q8BHY3 | HEK293 TMEM16A/YFP iodide influx fluorescence, ionomycin | normalized B-score (activity score, 25-100; higher = stronger inhibition) at 10 µM | hit rate 1.2% among 310,000 | AID 588511;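 active = ratio plate-corrected score three or more library SD toward inhibition, starting fluorescence score within five deviations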;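 note: score derived from kinetic fluorescence span divided by baseline fluorescence per well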
Target sequence (Q8BHY3 whole entry, looked up): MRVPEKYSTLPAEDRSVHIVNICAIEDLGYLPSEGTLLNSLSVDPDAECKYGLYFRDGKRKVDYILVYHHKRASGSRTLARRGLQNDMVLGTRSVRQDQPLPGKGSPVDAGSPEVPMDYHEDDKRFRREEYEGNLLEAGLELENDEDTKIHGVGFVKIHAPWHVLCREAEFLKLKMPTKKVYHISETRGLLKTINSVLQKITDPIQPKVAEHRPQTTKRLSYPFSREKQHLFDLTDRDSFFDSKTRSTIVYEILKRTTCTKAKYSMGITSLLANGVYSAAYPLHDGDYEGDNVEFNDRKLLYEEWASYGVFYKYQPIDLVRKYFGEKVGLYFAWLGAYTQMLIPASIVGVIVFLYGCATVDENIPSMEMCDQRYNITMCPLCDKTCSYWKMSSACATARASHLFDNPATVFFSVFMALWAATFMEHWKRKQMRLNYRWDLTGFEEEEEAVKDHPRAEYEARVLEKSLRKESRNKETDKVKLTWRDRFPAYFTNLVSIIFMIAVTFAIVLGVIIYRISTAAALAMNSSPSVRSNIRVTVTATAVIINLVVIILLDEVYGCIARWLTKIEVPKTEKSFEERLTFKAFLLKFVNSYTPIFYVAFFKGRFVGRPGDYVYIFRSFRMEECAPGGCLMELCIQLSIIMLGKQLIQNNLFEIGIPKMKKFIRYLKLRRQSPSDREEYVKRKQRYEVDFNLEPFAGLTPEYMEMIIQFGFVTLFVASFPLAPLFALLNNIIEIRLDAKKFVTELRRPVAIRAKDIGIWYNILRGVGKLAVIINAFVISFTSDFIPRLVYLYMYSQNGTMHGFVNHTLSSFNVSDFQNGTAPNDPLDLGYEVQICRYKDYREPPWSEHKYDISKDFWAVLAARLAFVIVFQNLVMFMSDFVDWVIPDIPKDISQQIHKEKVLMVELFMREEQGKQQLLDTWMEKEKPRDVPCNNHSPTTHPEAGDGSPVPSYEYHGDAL
MrgX1 antag – human MrgX1 receptor antagonism, primary screen; hit rate 1.3% among 310,000; Q96LB2; B-score at 10 µM; MRGX1-HEK293 calcium flux, Fluo-4, BAM8-22 antagonism; active compounds read low;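 active = calcium-response B-score plate-corrected more than 3 library SD below zero, starting fluorescence within 5 deviations, no agonist response on first addition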;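 note: peak minus trough fluorescence over baseline after final BAM8-22 challenge near maximal dose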
TRPC6 inh – inhibitors of mouse TRPC6 channel; Q61143; HEK293-TRPC6, membrane potential dye, ACh-evoked depolarization; active compounds read low; B-score at 10 µM; hit rate 1.1% among 310,000;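 active = B-score under library mean minus 3 SD, initial fluorescence not abnormally high, positive integrated signal ratio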;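 note: B-score derived from integrated fluorescence ratio over the kinetic read; more negative B-score means stronger inhibition of depolarization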
MrgX1 allo act – human MrgX1 positive allosteric modulation, primary screen | Q96LB2 | MrgX1-HEK293, Fluo-4 calcium flux, FDSS; active compounds read high | B-score at 10 µM | hit rate 0.63% among 310,000 | AID 588675;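 active = plate-corrected calcium response at least 3 library SD above typical, normal starting fluorescence, not activating the receptor alone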;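 note: compound read alongside a low EC10 to EC30 dose of BAM8-22 agonist; peak minus trough fluorescence over baseline measured at the second addition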
SKKanGAS inh – SKKanGAS growth inhibition; S. pyogenes SKKanGAS, kanamycin growth, BacTiter-Glo, 6 h; hit rate 1.3% among 300,000; inhibition, % at 7.5 µM; AID 1662;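 active = mean replicate score, as percent of positive control median, at least 50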;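 note: strain carries kanamycin resistance gene driven by streptokinase promoter and grows in 40 µg/ml kanamycin; loss of luminescence reflects streptokinase promoter inhibition or plain growth inhibition; 0% = median of DMSO wells and 100% = positive control at its reference dose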
MrgX1 agonist – activates human MrgX1 receptor signaling; Q96LB2; MrgX1-HEK293 cells, Fluo-4 calcium fluorescence, agonist mode; active compounds read high; B-score at 10 µM; hit rate 0.44% among 310,000; AID 588627;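 active = calcium response B-score plate-corrected fluorescence ratio at least 3 library SD, with starting fluorescence B-score inside 5 SD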
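Material: HEK293 cells stably expressing human MrgX1 receptor | Quantity: 15,000 cells per well | Times: Cells plated overnight, dye loaded 0.5 h 37 °C, 0.5 h room temperature | Measured by: Kinetic Fluo-4 NW fluorescence of intracellular calcium | Control set: Positive and negative controls per plate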
HDAC3 inh – human HDAC3 inhibition; inhibition, % at 8.3 µM; O15379; recombinant HDAC3, fluorogenic peptide/trypsin coupled, fluorescence; hit rate 0.15% among 320,000; AID 2718; in the data active = inhibition above about 26%, passing the limit was not always enough
ANO1 activ – mouse TMEM16A channel activation, primary screen; Q8BHY3; B-score at 10 µM; hit rate 0.3% among 340,000; AID 623877; HEK293 TMEM16A/YFP-H148Q/I152L, iodide quench fluorescence; active compounds read low;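 active = fluorescence-ratio B-score plate-corrected deviation score at least 3 library SD below zero, with starting fluorescence score within 5 deviations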;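 note: channel opened by trigger with iodide after compound preincubation; score built on the fluorescence ratio of max minus min over baseline; more negative score means more quench and so TMEM16A activation or potentiation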
RGS4 pot – RGS4 potentiation or activation | HEK293 M3R/inducible RGS4, carbachol calcium flux Fluo4; active compounds read low | B-score at 10 µM | hit rate 0.92% among 310,000 | AID 463111;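 active = B-score of the integrated calcium signal more than 4 SD below the library mean, with starting fluorescence not abnormally high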;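 note: negative B-score means reduced calcium response which marks RGS4 activation or potentiation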
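Assay system: HEK293 FlpIn-TREx cells, stable M3R, doxycycline-inducible RGS4 / Probe or stimulus: carbachol, ECmax concentration / Times: overnight RGS4 induction, 30 min dye load 37 °C, 20 min compound RT / Signal: kinetic calcium fluorescence imaging with Fluo4-AM dye, 2 µM / Measure: Agonist-evoked peak-minus-minimum fluorescence over baseline, integrated ratio, B score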
* hit, by the source's call; i = inactive; . = no result given.

SMILES	TMEM16A inh	RGS4 inh	SKKanGAS inh	TRPC6 inh	MrgX1 allo act	MrgX1 antag	ANO1 activ	MrgX1 agonist	TRPC6 act	RGS4 pot	HDAC3 inh
CCOc1ccc(CCNC(=O)COC(=O)COc2ccccc2C)cc1OCC	i	i	-4	i	i	i	i	i	i	i	-2
CC1CCCC(C)N1C(=O)Cn1c(SCC(=O)Nc2ccc3c(c2)OCO3)nc2ccccc21 (stereo not drawn)	i	i	-4	i	i	i	i	i	i	i	-5
Cc1ccc(NC2=NC(C(=O)Nc3ccc(C)c(C)c3)CC(=O)N2)cc1 (stereo not drawn)	i	i	-5	i	i	i	i	i	i	i	0
Cc1nnc(SCC2=C(C(=O)O)N3C(=O)C(NC(=O)C(C)n4nc(C(F)(F)F)cc4C)C3SC2)s1 (stereo not drawn)	i	i	103*	i	i	i	i	i	i	i	1
Fc1ccc(-n2c(-c3ccco3)nc3nc4ccccc4nc32)cc1	i	i	-10	i	i	i	i	i	i	i	-5
O=C(CNC(=O)c1ccccc1)NCCc1nc2ccccc2[nH]1	i	i	-7	i	i	i	i	i	i	i	-11
S=C1SCN(CC2CC2)CN1CC1CC1	i	i	0	i	i	i	i	i	i	i	-1
CCOc1cccc2sc(Nc3nc4ccc(NC(C)=O)cc4s3)nc12	i	i	71*	i	i	i	i	i	i	i	-74
Nc1nc(N2CCN(Cc3ccccc3)CC2)n[nH]1	i	i	-1	i	i	i	i	i	i	i	-3
COn1c(SC(C)C)nc2ccccc2c1=O	i	i	3	i	9.2*	i	i	i	i	i	-2
O=C(CNC(=O)c1ccccc1F)N/N=C/c1cccs1	i	i	0	i	i	i	i	i	i	i	4
COc1cc2c(cc1OC)C(C)N(S(=O)(=O)c1cccs1)CC2 (stereo not drawn)	i	i	-6	i	i	i	i	i	i	i	-3

(cont.)
SMILES	TMEM16A inh	RGS4 inh	SKKanGAS inh	TRPC6 inh	MrgX1 allo act	MrgX1 antag	ANO1 activ	MrgX1 agonist	TRPC6 act	RGS4 pot	HDAC3 inh
CC1Sc2ccc(S(=O)(=O)CCC(=O)N3CCN(c4ccccc4F)CC3)cc2NC1=O (stereo not drawn)	i	i	-11	i	i	i	i	i	i	i	6
Cc1ccc(SCCNC(=O)/C=C/c2ccccc2Cl)cc1	25*	i	-1	i	i	i	i	i	i	i	.
Cc1cccc(-n2nnc(C(=O)NCc3ccc4c(c3)OCO4)c2N)c1	i	i	-6	i	i	i	i	i	i	i	2
CC(C)CC(=O)Nc1nnc(S(=O)(=O)Nc2ccccc2)s1	i	i	2	i	i	i	i	i	i	i	2
N#Cc1c(NC(=O)COC(=O)c2ccc(S(=O)(=O)N3CCCC3)cc2)sc2c1CCCCC2	i	i	3	i	i	i	i	i	i	i	5
CCc1nc2ccc(C(=O)NCc3ccco3)cc2nc1CC	i	i	-10	i	i	i	i	i	i	i	1
COc1ccc(Cn2cc(F)c(=O)n(CCC(C)C)c2=O)cc1[N+](=O)[O-]	i	i	-5	i	i	i	i	i	i	i	2
N=c1n(CC(=O)O)c2ccccc2n1Cc1ccccc1Cl	i	i	1	i	i	i	i	i	i	i	1
Cc1ccc(Cc2cnc(N3C(=N)SC(c4ccccc4)C3=O)s2)cc1 (stereo not drawn)	i	i	104*	i	i	-5.2*	i	i	i	i	5
CCOC(=O)n1c(=O)n(Cc2ccccc2)c2ccccc21	i	i	-8	i	i	i	i	i	i	i	-2
COc1ccc(S(=O)(=O)NNc2nc(C)cc(C)n2)cc1[N+](=O)[O-]	i	i	1	i	i	i	i	i	i	i	0
COc1ccc(-c2nc(N)nc(C(F)(F)F)c2-c2ccccc2OC)c(O)c1	i	i	1	i	i	i	i	i	i	i	10

Next part:
SMILES	TMEM16A inh	RGS4 inh	SKKanGAS inh	TRPC6 inh	MrgX1 allo act	MrgX1 antag	ANO1 activ	MrgX1 agonist	TRPC6 act	RGS4 pot	HDAC3 inh
CCOC(=O)CC1C(=O)NCCN1S(=O)(=O)c1ccc(C)cc1 (stereo not drawn)	i	i	1	i	i	i	i	i	i	i	-2
O=C(Cn1c(=O)oc2cc(S(=O)(=O)N3CCOCC3)ccc21)N1CCc2ccccc2C1	i	.	.	.	i	i	i	i	.	.	1
CCc1ccc(-n2c(SCC(=O)N3Cc4ccccc4CC3C(=O)O)nnc2-c2ccncc2)cc1 (stereo not drawn)	i	i	-2	i	i	i	i	i	i	i	9
O=C(COC(=O)c1ccc(F)c(S(=O)(=O)N2CCOCC2)c1)NCc1ccco1	i	i	-1	i	i	i	i	i	i	i	5
CC(=O)N1c2ccc(S(=O)(=O)N(C)Cc3ccco3)cc2CC1C (stereo not drawn)	i	i	1	i	i	i	i	i	i	i	-9
O=C(CSc1nnc(Cn2c(=O)sc3ccccc32)n1-c1ccccc1)N1CCOCC1	i	.	.	.	i	i	i	i	.	.	-4
O=C(O)CCCN1C(=O)C(=O)/C(=C(/O)c2ccccc2)C1/C=C/c1ccccc1 (stereo not drawn)	i	i	-5	i	i	i	i	i	i	i	8
CC(=O)O[C@H]1C(=O)[C@@]2(C)[C@H]([C@H](OC(=O)c3ccccc3)[C@]3(O)C[C@H](OC(=O)[C@H](O)[C@@H](NC(=O)c4ccccc4)c4ccccc4)C(C)=C1C3(C)C)[C@]1(OC(C)=O)CO[C@@H]1C[C@@H]2O	i	.	.	.	i	i	i	i	.	.	2
COc1ccc(C2=NOC(C(=O)NCc3ccco3)C2)cc1 (stereo not drawn)	i	i	-2	i	i	i	i	i	i	i	3
CC(C)CNC(=O)CC1Nc2ccccc2NC1=O (stereo not drawn)	i	i	-11	i	i	i	i	i	i	i	-4
COc1ccc(OCC(=O)Nc2nc3c(s2)CCCC3)cc1	i	i	5	i	i	i	i	i	i	i	.
CC(O)Cn1nc([N+](=O)[O-])nc1N (stereo not drawn)	i	i	12	i	i	i	i	i	i	i	-4

Later entries.
SMILES	TMEM16A inh	RGS4 inh	SKKanGAS inh	TRPC6 inh	MrgX1 allo act	MrgX1 antag	ANO1 activ	MrgX1 agonist	TRPC6 act	RGS4 pot	HDAC3 inh
Cn1c2c(c(=O)[nH]c1=O)C(NC(=O)c1ccco1)(C(F)(F)F)C(=O)N2 (stereo not drawn)	i	.	.	.	i	i	i	i	.	.	8
COc1ccccc1C(CNC(=O)c1cccc(NS(=O)(=O)c2ccc(C)c(F)c2)c1)N1CCCC1 (stereo not drawn)	i	i	-7	i	i	i	i	i	i	i	1
O=C(N/N=C/c1ccncc1)c1cccc([N+](=O)[O-])c1	i	i	-4	i	i	i	.	i	i	i	-4
COc1cc(/C=N/Nc2nc(N3CCCC3)nc(N3CCCC3)n2)ccc1O	i	i	6	i	i	i	i	i	i	i	38*
CS(=O)(=O)N1CCN(c2ccc(NC(=S)NC(=O)c3cccs3)cc2)CC1	i	i	8	i	i	i	i	i	i	i	-1
CC1(C)C2CCC1(CS(=O)(=O)N1CCN(c3ccccc3F)CC1)C(=O)C2 (stereo not drawn)	i	i	-3	i	i	i	i	i	i	i	-3
COCCn1nnnc1CN1CCN2CCCC2C1 (stereo not drawn)	i	i	6	i	i	i	i	i	i	i	0
O=C(NCC(=O)N(CC1CCCO1)C(C(=O)NC1CCCCC1)c1ccc(F)cc1)c1ccco1 (stereo not drawn)	i	i	-3	i	i	i	i	i	i	i	0
O=C(c1ccc(S(=O)(=O)N2CCOCC2)cc1)N1CCN(c2ccccn2)CC1	i	i	5	i	i	i	i	i	i	i	-1
C=CCN(c1ccc(C(=O)Nc2cccc(C)c2)cc1)S(C)(=O)=O	i	i	-13	i	i	i	i	i	i	i	16
CN(CC(=O)Nc1ccc(F)c(F)c1F)C(=O)C1CC(=O)N(c2ccc3c(c2)OCCO3)C1 (stereo not drawn)	i	i	3	i	i	i	i	i	i	i	7
COCCN(C(=O)c1cc(-c2ccncc2)nc2ccccc12)c1c(N)n(CC(C)C)c(=O)[nH]c1=O	i	i	3	i	i	i	i	i	i	i	-9

Next section.
SMILES	TMEM16A inh	RGS4 inh	SKKanGAS inh	TRPC6 inh	MrgX1 allo act	MrgX1 antag	ANO1 activ	MrgX1 agonist	TRPC6 act	RGS4 pot	HDAC3 inh
O=C(CN(C(=O)CCC(=O)Nc1ccccn1)c1ccc(F)cc1)NCCc1ccccc1	i	i	-5	i	i	i	i	i	i	i	3
COc1ccc(/C=C/C(=O)NCCc2ccc(OC)c(OC)c2)cc1	i	i	-3	i	i	i	i	i	i	i	.
C=CCn1c(SCc2c(C)noc2C)nc2sc3c(c2c1=O)CCCCC3	i	i	54*	i	i	i	i	i	i	i	-9
COCCn1ccc2c(OCC(=O)NCCc3ccccc3)cccc2c1=O	i	i	1	i	i	i	i	i	i	i	-9
COC(=O)N/N=C/c1ccccc1OCCOc1ccc(OC)cc1	i	i	-6	i	i	i	i	i	i	i	-2
Cc1c(CNC(=O)c2nn3c(c2Cl)NC(c2ccccc2)CC3C(F)(F)F)cnn1C (stereo not drawn)	i	i	2	i	i	i	i	i	i	i	6
COc1ccc(-c2cccc(NS(=O)(=O)c3cc([N+](=O)[O-])c(C)c([N+](=O)[O-])c3)c2)nn1	i	i	16	i	i	i	i	i	i	i	.
CCNc1nc(Cl)nc(-c2cn(-c3ccccc3)c3ccccc23)n1	i	i	2	i	i	i	i	i	i	i	.
CCOC(=O)c1[nH]c2ccc(C)cc2c1N=CN(CC)CC	i	i	2	i	i	i	i	i	i	i	-4
CC1(NC(=O)c2cccc(S(=O)(=O)N3CCN(c4ccccc4)CC3)c2)CCS(=O)(=O)C1 (stereo not drawn)	i	i	-2	i	i	i	i	i	i	i	0
COc1ccc(C2(C)NC(=O)N(CC(=O)Nc3c(C)n(C)n(-c4ccccc4)c3=O)C2=O)cc1 (stereo not drawn)	i	i	-1	i	i	i	i	i	i	i	1
COc1cc(/C=C/C(=O)NC(C)C2CC3CCC2C3)cc(OC)c1OC (stereo not drawn)	i	i	15	i	i	i	i	i	i	i	2
Cc1ccc(-c2csc3ncn(CC#N)c(=O)c23)cc1C	i	i	52*	i	i	i	i	i	i	i	4
Cc1[nH]c2ccccc2c1SCc1n[nH]c(=S)n1C	i	i	-3	i	i	i	i	i	i	i	0
N#Cc1ccc(CSc2nnc(-c3c[nH]c4ccccc34)n2-c2ccccc2)cc1	i	i	13	i	i	i	i	i	i	i	-6
